MBNL1-CUG inh = blocks human MBNL1 binding to CUG repeat RNA. Q9NR56. TR-FRET MBNL1-His/biotin-(CUG)12 binding, 665/545 ratio. Potency, µM (top dose mostly 57.5 µM), without a hit: at the highest dose activity change, negative = inhibition, most hits filed as inhibitors. actives 0.036% (n = 280,000). AID 2675; active means well fitted inhibition curve with a large enough effect in the signal ratio, with a control signal flat, not every such curve was filed as active; inconclusive means small, poorly fitted or top-dose-only effect, or effect the other way, or a change in a side signal; inactive means no such curve, though single readings can be large or run the other way; the % refers to the signal ratio; further: on the % scale 0 is the no-effect control and ±100 the full control effect
Target sequence (Q9NR56 whole entry, looked up): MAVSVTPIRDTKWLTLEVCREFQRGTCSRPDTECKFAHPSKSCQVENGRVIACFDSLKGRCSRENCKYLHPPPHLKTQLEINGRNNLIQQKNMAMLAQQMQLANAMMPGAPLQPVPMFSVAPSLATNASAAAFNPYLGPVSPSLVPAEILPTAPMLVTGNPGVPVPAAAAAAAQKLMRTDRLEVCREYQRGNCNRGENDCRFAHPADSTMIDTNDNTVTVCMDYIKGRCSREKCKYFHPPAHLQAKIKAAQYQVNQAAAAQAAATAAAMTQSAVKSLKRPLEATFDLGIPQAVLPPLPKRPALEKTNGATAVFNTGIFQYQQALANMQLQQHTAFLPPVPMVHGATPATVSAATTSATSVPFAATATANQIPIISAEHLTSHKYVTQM
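Ratiometric TR-FRET (665 over 545 nm, excitation 340 nm) tracks disruption of MBNL1-His/biotin-(CUG)12 complex after 60 min at room temperature, with compounds at 92 nM to 58 uM final.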
FLuc modulator = inhibits or activates purified firefly luciferase, miR-21 counter-screen; P08659; purified FLuc, Km substrates, luminescence inhibition; Potency, µM (titrated, usually from 57.5 µM), for inactives: at the top dose activity change, negative = inhibition, usual class: inhibitors; actives 6.9% (n = 360,000); AID 588342;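 further: plate controls were vehicle for no effect and reference inhibitor for full effect; nearly all actives have a fitted effect of over 55% in size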
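Purified P. pyralis luciferase (10nM final) with 10uM D-luciferin and 10uM ATP (Km levels) in 50mM Tris acetate pH 7.5, 10mM Mg acetate, 0.01% Tween-20, 0.05% BSA; qHTS 6-point titration, ~60 µM downward; luminescence read.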
uPA surface inh = inhibitors of cell surface uPA generation | actives 0.31% (n = 330,000) | Potency, µM (series often up to 38.3 µM), without a hit: at the top dose activity change, negative = inhibition, most hits filed as inhibitors | cell surface uPA generation assay, qHTS; active means well fitted inhibition curve with a large enough effect; inconclusive means small, poorly fitted or top-dose-only effect; inactive means no such curve, though single readings can be large or run the other way; tested in mouse RAW 264.7 cells; further: on the % scale 0 is the no-effect control and ±100 the full control effect; nearly all actives have a fitted effect of over 55% in size
NPC1 promoter act = activates the NPC1 promoter | actives 2.4% (n = 320,000) | Potency, µM (doses to about 9.22 µM), inactives show top-dose activation, hits mostly activators | Huh7 NPC1 promoter luciferase reporter, 24 h | AID 485313;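 further: % of control where 0% means no effect; nearly all actives have a fitted effect of over 60% in size; reporter is driven by a mutant NPC1 promoter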
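Luminescence read-out of NPC1 promoter-driven luciferase in stably transfected Huh7 cells; compounds delivered in DMSO and left 24 h at 37C, 5% CO2, qHTS titration format.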
ELG1 genotox = inducers of genotoxicity in HEK293T ELG1-luciferase cells. HEK293T ELG1-luciferase reporter, luminescence, 16 h. Potency, µM (titrated, usually from 46 µM), for inactives: top-dose activity change, positive = activation, hits mostly activators. actives 1.3% (n = 330,000); further: % of control where 0% means no effect; nearly all actives have a fitted effect of over 60% in size
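DMSO vehicle served as control against compound-treated ELG1-luciferase HEK293T cells; exposure lasted 16 hr at 37 °C and 5% CO2, followed by ONE-Glo luminescence detection after 30 min.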
Gal4-VP16 FLuc = Gal4-VP16 reporter inhibition counter-screen. Potency, µM (top dose mostly 53.6 µM), without a hit: top-dose activity, negative = inhibition, actives largely listed as inhibitors. Drosophila S2 Gal4-VP16 UAS-luciferase, luminescence, 20 h. AID 2546. actives 3.5% (n = 310,000);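 further: Gal4-VP16 expression switched on by copper sulfate through the metallothionein promoter; on the % scale 0 is the no-effect control and ±100 the full control effect; nearly all actives have a fitted effect of over 50% in size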
BRCA1 expr act = activators of BRCA1 expression; MCF7-BRCA1-FFLuc reporter, luminescence, 48 h; response scale: scaled: vehicle 0%, 10 µM genistein 100%; Potency, µM (top dose mostly 46.1 µM), for the others: at the top dose activation, most hits filed as activators; actives 1.1% (n = 380,000); AID 624202; further: nearly all actives have a fitted effect of over 80% in size; some results filed as inactive show a strong effect at the top dose
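48 h compound treatment of MCF7-BRCA1-FFLuc cells (phenol-red free MEM, 37 °C), then 15 min with luciferase substrate and luminescence imaging.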
RORgamma inh = inhibitors of mouse ROR gamma transcriptional activity; AID 2551; P51450; actives 5.4% (n = 310,000); Drosophila S2 Gal4-RORgamma UAS-luciferase reporter, 20 h; Potency, µM (highest dose often 53.6 µM), for inactives: top-dose activity change, negative = inhibition, usual class: inhibitors; further: on the % scale 0 is the no-effect control and ±100 the full control effect; nearly all actives have a fitted effect of over 60% in size
Target sequence (P51450 whole entry, looked up, the tested form may be a part): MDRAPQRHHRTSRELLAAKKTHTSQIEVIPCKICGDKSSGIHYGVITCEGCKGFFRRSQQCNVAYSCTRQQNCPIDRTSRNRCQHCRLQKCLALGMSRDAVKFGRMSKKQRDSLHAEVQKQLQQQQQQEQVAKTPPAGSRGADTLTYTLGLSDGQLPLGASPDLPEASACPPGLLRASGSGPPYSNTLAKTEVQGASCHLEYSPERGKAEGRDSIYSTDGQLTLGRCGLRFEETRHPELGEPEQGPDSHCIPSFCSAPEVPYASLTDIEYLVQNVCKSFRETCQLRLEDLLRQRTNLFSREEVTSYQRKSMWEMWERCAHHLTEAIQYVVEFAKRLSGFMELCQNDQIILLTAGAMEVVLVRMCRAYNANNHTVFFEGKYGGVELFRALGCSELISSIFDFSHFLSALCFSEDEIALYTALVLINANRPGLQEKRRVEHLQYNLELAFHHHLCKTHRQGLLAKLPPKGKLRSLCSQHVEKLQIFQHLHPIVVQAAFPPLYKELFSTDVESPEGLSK
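ROR gamma transcriptional activity was tracked as Gal4-UAS luciferase output in stably transfected Drosophila Schneider cells, with compound added 1 hr before 700 uM copper sulfate induction and a 20 hr ambient-temperature incubation.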
Rab9 prom act = activators of Rab9 promoter | Huh7 Rab9 promoter-luciferase reporter, luminescence, 24 h | actives 2.8% (n = 320,000) | AID 485297 | Potency, µM (doses to about 9.22 µM), inactives show top-dose activation, negative = inhibition, usual class: activators; further: % of control where 0% means no effect; nearly all actives have a fitted effect of over 60% in size
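Cells were plated at 1500 per well in reduced-serum medium with 10% FBS and left 2 h. Compound in DMSO was then added for 24 h at 37 °C. Reporter signal was read by luminescence after 10 min with luciferase detection reagent.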
p53 reactivation = restores transcriptional activity of mutant p53; H1299 p53-A138V BP100-luciferase reporter, luminescence, 24 h; Potency, µM (doses to about 92.2 µM), for inactives: at the highest dose activity change, positive = activation, hits mostly activators; actives 0.063% (n = 320,000); AID 504706; further: % of control where 0% means no effect; nearly all actives have a fitted effect of over 45% in size
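H1299 (p53-null), stable ts p53-A138V + BP100-Luc; 1000 cells/well, Opti-MEM/10% FBS; cpd 4 pt, 1:5; 24 h, 37 deg C, 5% CO2; detection reagent 10 min RT; luminescence.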
An asterisk follows results filed as active; ? = inconclusive; · = no result given; & = joins results of further samples; [ ] = another dose, or the depositor's remark. Unless noted, the call rests on the fitted dose curve; in most records, active means well fitted curve in the direction sought with a large enough effect; inconclusive means small, poorly fitted or top-dose-only effect, or another doubt; inactive means no such curve, though single readings can be large; an effect the other way counts as inactive or inconclusive. Potency means the concentration at half of the fitted maximal effect.

| SMILES | MBNL1-CUG inh | FLuc modulator | uPA surface inh | NPC1 promoter act | ELG1 genotox | Gal4-VP16 FLuc | BRCA1 expr act | RORgamma inh | Rab9 prom act | p53 reactivation |
| --- | --- | --- | --- | --- | --- | --- | --- | --- | --- | --- |
| Cc1ccc(OCC(=O)Nc2ccon2)c([N+](=O)[O-])c1 | 23.3% | 8.49µM* | -7.7% | 3.16µM* | 10.3µM* | -10.5% | 71.0% | 26.0% | 3.16µM* | -3.0% |
| CN(CCc1cnn(C)c1)Cc1cn(C)nc1-c1ccccc1F | -1.5% | -14.2% | 2.9% | 0.8% | -0.2% | -15.9% | -8.6% | -20.2% | -1.4% | 3.3% |
| O=C(COC(=O)c1ccc2ncsc2c1)Nc1ncc(Cl)cc1Cl | · | -14.9% | 0.6% | -1.0% | 10.6% | -5.3% | -41.7% | 14.4%[10 µM] | 0.4% | 21.5% |
| O=C(NCCO)c1cccc(Cl)c1 | 3.1% | 4.4% | 1.6% | ? | · | 6.1% | 9.1% | -24.2% | 0.0063µM* | 16.8% |
| CC(CCc1ccccc1)NCC(O)c1cccc([N+](=O)[O-])c1 (stereo not given) | ? | -0.2% | -13.9% | -3.1% | -0.3% | 6.6% | -26.7% | -2.6% | -8.6% | -4.0% |
| COc1cccc(-c2nc(CS(=O)(=O)CC(=O)NCCc3ccc(OC)c(OC)c3)c(C)o2)c1 | -4.8% | 2.5%&3.7% | -0.1% | 0.3% | -4.3% | 11.7% | 0.0% | 1.2% | -7.0% | -4.4% |
| Cc1nc(-c2cccs2)sc1C(=O)O | 36.0%[activator] | -18.4% | -16.5% | -3.5% | 0.4% | ? | 20.4% | 10.2% | -0.1% | 4.7% |
| CCOc1ccc(/C=C/C(=O)c2ccc(-c3ccccc3)cc2)cc1 | ? | -8.3% | 6.9% | 1.6% | -4.6% | ? | 10.5% | -17.3% | -4.6% | 9.0% |
| Cn1c2c(c(=O)n(C)c1=O)C(CC(=O)Nc1ccccc1F)C(=O)N2 (stereo not given) | -3.1% | -14.5% | 0.7% | -0.6% | 4.7% | 4.4% | 13.8% | -0.5% | 13.0% | 0.3% |
| N#Cc1ccc[n+](CC(=O)c2ccc(Cl)cc2)c1 | 19.5% | 5.9% | -3.2% | -3.7% | 0.4% | · | -25.2% | · | 0.3% | · |
| O=C(O)C(Cc1ccc(Cl)cc1)Sc1nc2ccccc2[nH]1 (stereo not given) | -2.0% | 2.0% | 3.5% | -0.6% | 0.9% | -1.3% | -23.9% | -1.6% | -1.6% | 2.8% |
| O=C(CCc1nc(-c2ccccc2F)no1)NCCN1CCc2ccccc2C1 | 7.1% | 3.1% | 5.6% | 1.3% | -3.0% | -7.4% | -26.8% | 24.1% | -6.7% | -16.6% |
| CCN(CC)c1ccc(NC2=C(Cl)C(=O)c3ccccc3C2=O)cc1 | ? | 12µM* | -1.5% | -37.7%[inhibitor] | 2.91µM* | 11.2µM* | -85.5%[inhibitor] | ? | -35.0%[inhibitor] | -36.1%[inhibitor] |
| O=C(c1ccc(Cl)cc1)C1CCN(C(=O)c2ccc(F)cc2)CC1 | 5.0% | -0.9% | ? | -5.4% | -8.0% | ? | -5.9% | 38.7% | -5.0% | -7.3% |
| O=C(NCC(=O)N1CCN(c2ccccc2O)CC1)c1ccc2c(c1)OCO2 | -0.7% | 2.6% | 3.3% | -3.0% | -1.8% | · | 0.0% | · | -1.2% | · |
| C#CCOCCOCCOCCNc1nc(N2CCN(C(=O)[C@H](CCC(=O)O)n3cc([C@@H](N)[C@H](C)CC)nn3)CC2)nc(N2CCN(C(=O)[C@H](CCCCN)n3cc([C@@H](N)CC(N)=O)nn3)CC2)n1 | · | · | 5.8% | · | 1.6% | · | 0.0% | · | · | -2.7% |
| CC(=O)Nc1c2c(nn1-c1ccccc1)CS(=O)C2 (stereo not given) | -0.2% | -0.6% | -0.7% | -3.8% | -0.5%[9.26 µM] | -3.2% | 4.0% | 2.0% | -0.1% | 0.2% |
| COc1ccc(CNC(=O)C2CC(=O)N(c3ccc(OCC(=O)N4CCCCC4)cc3)C2)cc1 (stereo not given) | -4.6% | 8.9%[2.3 µM] | 12.6% | 1.0% | -0.4% | -1.0% | -6.0% | 40.3% | 5.6% | -1.0% |
| CC(C)(C)OC(=O)N1CCN(C(=O)c2nc[nH]c2C(=O)N2CCN(c3ccccc3)CC2)CC1 | · | 3.5% | 0.7% | -2.7% | 2.0% | · | -10.5% | · | 0.8% | 3.0% |
| O=C(CCCCCn1c(=S)[nH]c2ccsc2c1=O)NC1CCCCC1 | 2.9% | 4.4% | 4.8% | 0.1% | -2.3% | ? | -1.5% | 11.2µM* | -2.1% | 1.4% |
| Cc1[nH]c2ccccc2c1CCNC(=O)c1c(N)no[n+]1[O-] | 9.0% | -11.4% | -3.1% | -2.1% | -0.9% | -8.9% | -21.1% | ? | 10.6% | 6.6% |
| CCC(C)/C(C)=N/NC(=O)CNS(=O)(=O)c1ccc([N+](=O)[O-])cc1 (stereo not given) | ? | -1.6% | -1.7% | -1.4% | -3.1% | -12.8% | 14.4% | -6.2% | -1.1% | -2.5% |
| CCOc1ccc(C(C)(O)CN2CCOCC2)cc1 (stereo not given) | -3.5% | -0.1% | 0.6% | -4.0% | -2.2% | -2.4% | -10.4% | -15.3% | -2.5% | 11.6% |
| CCc1ccccc1NC(=S)NC1CC2CCCC(C1)N2Cc1cccs1 (stereo not given) | -7.3% | 5.8% | -16.8% | -2.4% | -3.1% | ? | -5.9% | 11.2µM* | -7.7% | -2.6% |
| COc1ccc(NC(=O)Nc2ccc3c(c2)C(=O)N([C@@H](C)CO)C[C@@H](C)[C@@H](CN(C)CC2CCCCC2)O3)cc1 | · | · | -12.3% | · | -3.6% | · | 0.6% | · | · | 5.5% |
| Cn1cccc1C(=O)C(=O)Nc1cccc(Cl)c1Cl | 8.7% | 2.39µM* | 3.2% | 4.8% | ? | -11.5% | -37.7% | -9.2% | 21.6% | 4.8% |
| Cc1ccc(C(=O)NC(Cc2cccc(C(F)(F)F)c2)C(=O)O)cc1 (stereo not given) | · | · | -1.9% | · | 1.9% | · | 11.2% | · | · | -5.2% |
| CCC(C)[C@H](NC(=O)[C@H](Cc1ccccc1)n1c(=O)[nH]c2ccccc2c1=O)C(=O)N1CCC(C(=O)O)CC1 (stereo not given in full) | -5.7% | -1.2% | 1.0% | 1.2% | -0.3% | -4.9% | 4.6% | -8.4% | 0.7% | · |
| O=C(C[n+]1ccccc1)NNc1ccccc1 | · | -0.9% | ? | -1.0% | 12.3% | · | -8.5% | · | -4.5% | -6.6% |
| COc1ccccc1C(=O)NCCC(=O)N1CCN(S(=O)(=O)c2ccccc2C(F)(F)F)CC1 | · | 0.2% | 10.4% | -0.1% | 2.6% | · | -23.3% | · | 0.3% | -5.6% |
| COC(=O)C1=C(C)NC(=O)NC1c1ccc(-c2ccccc2Cl)o1 (stereo not given) | 1.5% | -2.1% | 0.3% | -7.0% | 1.7% | -5.0% | -51.6% | ? | -5.8% | 6.3% |
| Cc1ccc(C(=O)N2CCN(C)CC2)cc1[N+](=O)[O-] | 4.9% | 0.3% | 0.8% | -0.2% | 2.0% | 11.7% | 1.4% | -20.9% | 0.3% | · |
| O=C(C[C@@H]1C/C=C\C[C@@H](NC(=O)OCC2c3ccccc3-c3ccccc32)C(=O)OC[C@@H](Cc2ccccc2)NC1=O)NCCO | · | · | -12.2% | · | -0.9% | · | 0.0% | · | · | -2.8% |
| O=C1C2CC=CCC2C(=O)N1c1nc2n(n1)C(c1ccccc1)CC(c1ccccc1)N2 (stereo not given) | -7.0% | -2.3% | -4.6% | -0.9% | -0.7% | -5.8% | -3.7% | -1.9% | -31.8%[inhibitor] | 2.2% |
| CCc1cc(/C(Cc2ccccn2)=N\Nc2ccccc2)c(O)cc1O | 3.7% | ? | -0.7% | 7.9% | 0.9% | 1.9% | -57.2% | -5.0% | -1.8% | 1.2% |
| COc1cccc(-c2cc(C(=O)Nc3cc(C)nn3-c3ccccc3)no2)c1 | -1.2% | 0.6%&-6.2% | -0.4% | -1.8% | ? | -6.0% | 0.0% | -9.6% | -3.3% | 2.7% |
| O=C(CSc1cnc2ccccc2n1)c1ccc(F)cc1 | ? | 4.78µM* | -7.9% | 3.16µM* | ? | -3.3% | ? | -24.6% | 3.16µM* | ? |
| COC(=O)c1ccc(CS(=O)(=O)c2ccc(C)cc2)cc1 | -3.7% | 3.7% | -6.5% | -0.9% | 7.0% | 13.3% | -13.4% | ? | -1.8% | 1.7% |
| O=C(CNC(=O)c1sc2ccccc2c1Cl)NCc1cccc(C(F)(F)F)c1 | · | -1.0% | 2.0% | -0.8% | 5.6% | · | -48.5% | · | -3.8% | 11.1% |
| COc1ccc(OCCSc2ccc(S(=O)(=O)N3CCCC3)cn2)cc1 | · | -5.6% | ? | -0.9% | 0.5% | · | -1.6% | · | -5.0% | -2.0% |
